Compound activity as filed in PubChem.
NPR1 activator: GC-A (human) enzyme activation; P16066; HEK293 GC-A cells, cGMP TR-FRET, EC30 ANP; 0% at EC30 ANP, 100% saturating ANP; activation, % at 10 µM; 0.14% of 370,000 active; AID 1671463; in the data active = activation above about 40%
Rev-erbA mod: Rev-erb alpha (human) modulation; P20393; Rev-erbα–FITC-DNA binding, fluorescence polarization, 90 min; activity, % at 10 µM; 0.79% of 370,000 active; AID 1259318;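 active = activity above about 14%, limit read from the data; passing the limit was not always enough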;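 note: 0% = DMSO wells with 35 nM protein and 100% = DMSO wells with 750 nM protein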
ARFGAP1 inh: rat ARFGAP1 inhibition | 0.26% of 360,000 active | Q62848 | Arfgap1-stimulated ARF1 GTP hydrolysis, GDP FP detection | inhibition, % at 16.5 µM;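 active = inhibition above a per-plate limit, mean inhibition of low control wells plus 3 SD, cut at about 25% in these data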;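 note: 0% = DMSO wells with enzyme and 100% = wells lacking Arfgap1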
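System: truncated rat Arfgap1 GAP domain / Medium: HEPES-based buffer, pH 7.5 / Also added: N-terminally truncated human ARF1-GTP substrate / Incubation: enzyme reaction 120 min at 25 °C after 20 min preincubation / Measured by: FP of antibody-bound GDP Alexa 633 tracer, ex 620/em 688 nm / Replicates: singlicate, each compound tested once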
SMARCA2 act: increases SMARCA2 function in MMTV reporter cells; MG213 cells, MMTV-luciferase reporter, dexamethasone, overnight; activation, % at 9.1 µM; 1% of 370,000 active; in the data active = activation above about 7.8%;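 note: 0% = vehicle wells and 100% = reference activator wells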
PG9 Ab binder: PG9 antibody binding by small molecule. 0.43% of 360,000 active. inhibition, % at 6.7 µM. TR-FRET gp120-PG9 antibody binding; in the data active = inhibition above about 8.5%
ASAP1 GAP inh: inhibitors of human ASAP1 ArfGAP activity; Q9ULH1; ASAP1-stimulated ARF1 GTP hydrolysis, GDP FP detection; inhibition, % at 16.5 µM; 0.19% of 360,000 active; in the data active = inhibition above about 25%;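 note: 0% = vehicle with enzyme and substrate and 100% = no enzyme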
HTRA1 inhibitor: HTRA1 (human) protease inhibition; recombinant HTRA1, FP-rhodamine activity-based probe, fluorescence polarization; inhibition, % at 5.96 µM; 0.5% of 340,000 active; in the data active = inhibition above about 36%;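 note: 0% = enzyme with DMSO and 100% = wells lacking enzyme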
rCAG binder: r(CAG) repeat RNA binding; 1.3% of 370,000 active; inhibition, % at 3 µM; TO-PRO-1 dye displacement fluorescence;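 active = inhibition above the plate cutoff, the mean of all test compounds on that plate plus 3 SD, cut at about 35% in these data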;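 note: 0% = DMSO alone and 100% = 100 µM mitoxantrone as full dye displacement; higher means more dye released from RNA so lower well fluorescence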
GC-B act: GC-B (human) receptor activation; P20594; HEK293-GC-B cells, CNP EC30, cGMP TR-FRET; 0% at EC30 CNP, 100% saturating CNP; activation, % at 10 µM; 0.11% of 370,000 active; AID 1920062;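 active = activation at 10 µM reaching about 35% in either raw or pattern-adjusted values, limit read from the data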
Target sequence (P20594 whole entry, looked up): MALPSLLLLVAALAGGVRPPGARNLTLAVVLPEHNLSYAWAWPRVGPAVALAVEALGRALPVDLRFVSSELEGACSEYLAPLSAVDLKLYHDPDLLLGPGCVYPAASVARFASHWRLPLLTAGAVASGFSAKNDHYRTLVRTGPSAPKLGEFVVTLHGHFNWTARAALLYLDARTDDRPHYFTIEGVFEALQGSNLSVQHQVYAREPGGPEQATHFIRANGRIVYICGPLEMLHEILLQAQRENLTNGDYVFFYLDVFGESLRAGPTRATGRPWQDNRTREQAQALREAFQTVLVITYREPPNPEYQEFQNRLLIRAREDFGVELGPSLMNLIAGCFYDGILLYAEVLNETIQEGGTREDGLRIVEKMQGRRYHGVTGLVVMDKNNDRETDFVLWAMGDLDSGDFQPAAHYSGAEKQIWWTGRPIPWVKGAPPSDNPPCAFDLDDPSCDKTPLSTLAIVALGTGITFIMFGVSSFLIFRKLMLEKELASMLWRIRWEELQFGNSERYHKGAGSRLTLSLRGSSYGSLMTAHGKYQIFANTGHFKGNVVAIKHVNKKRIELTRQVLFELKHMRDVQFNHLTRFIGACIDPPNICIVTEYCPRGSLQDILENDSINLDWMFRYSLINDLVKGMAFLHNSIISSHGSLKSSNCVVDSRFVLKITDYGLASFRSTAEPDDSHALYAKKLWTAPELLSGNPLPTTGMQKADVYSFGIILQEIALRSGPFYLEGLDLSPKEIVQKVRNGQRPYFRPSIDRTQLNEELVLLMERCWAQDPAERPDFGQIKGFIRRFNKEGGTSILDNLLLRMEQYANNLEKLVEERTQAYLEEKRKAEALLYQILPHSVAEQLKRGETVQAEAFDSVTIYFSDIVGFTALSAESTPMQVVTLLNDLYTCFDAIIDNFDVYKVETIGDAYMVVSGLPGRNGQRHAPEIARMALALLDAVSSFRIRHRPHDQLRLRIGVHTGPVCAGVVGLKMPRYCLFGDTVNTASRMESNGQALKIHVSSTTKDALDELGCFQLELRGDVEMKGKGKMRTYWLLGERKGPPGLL
ABHD4 inh: ABHD4 (mouse) inhibition, primary FP screen. Q8VD66. inhibition, % at 8.92 µM. 0.54% of 370,000 active. purified mABHD4, FP-Rh probe fluorescence polarization;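 active = inhibition exceeding the mean over every tested compound plus 3 SD, cut at about 30% in these data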;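 note: 0% = plate median of compound wells and 100% = S159A mutant with DMSO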
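Assay system: wild-type mouse ABHD4 protein; compound: single nominal dose of 8.92 µM, 0.89% DMSO final; schedule: 45 min + 60 min at 25 °C; measured by: FP readout, ex 525 nm / em 598 nm; evaluation: % inhibition of FP-Rh probe binding versus controls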
Active calls of the source: *.

Screening CCCCN(Cc1ccccc1)S(=O)(=O)c1cc(Br)cc2c1N(C(C)=O)C(C)C2 (stereo unspecified) returned NPR1 activator -16, Rev-erbA mod 5, ARFGAP1 inh -7, SMARCA2 act -5, PG9 Ab binder -0.7, ASAP1 GAP inh -7, HTRA1 inhibitor -50, rCAG binder 2, GC-B act -1 and ABHD4 inh -16.
Screening Cc1ccc(CN(C)C2CCN(C)CC2)cc1 returned NPR1 activator -1, Rev-erbA mod 11, ARFGAP1 inh 4, SMARCA2 act -2, PG9 Ab binder -0.5, ASAP1 GAP inh -8, HTRA1 inhibitor -1, rCAG binder 2, GC-B act 5 and ABHD4 inh -5.
CC(NC(=O)CC1CCCCC1)c1ccccc1 (stereo unspecified) was read as NPR1 activator -7, Rev-erbA mod -1, ARFGAP1 inh -2, SMARCA2 act -3, PG9 Ab binder -2.8, ASAP1 GAP inh 1, HTRA1 inhibitor 4, rCAG binder 0, GC-B act 1 and ABHD4 inh 2.
Screening COc1cc(OC)nc(Oc2ccc(N)c(C)c2)n1 returned NPR1 activator 6, Rev-erbA mod -3, ARFGAP1 inh 9, SMARCA2 act -1, PG9 Ab binder 0.6, ASAP1 GAP inh -3, HTRA1 inhibitor 5, rCAG binder -1, GC-B act 1 and ABHD4 inh 1.
`COc1ccc(-c2nnc3n2N=C(C)CS3)cc1OC` gave NPR1 activator -1, Rev-erbA mod 3, ARFGAP1 inh 6, SMARCA2 act -3, PG9 Ab binder -1.8, ASAP1 GAP inh -13, HTRA1 inhibitor -2, rCAG binder 1, GC-B act 0 and ABHD4 inh 2.
For Cn1c(N)c(C(=O)CSc2nnc(N)s2)c(=O)n(C)c1=O the results were NPR1 activator -4, Rev-erbA mod -5, ARFGAP1 inh 10, SMARCA2 act -1, PG9 Ab binder -2.2, ASAP1 GAP inh 0, HTRA1 inhibitor 4, rCAG binder 3, GC-B act -4 and ABHD4 inh -5.
Screening CCOc1ccccc1C1C2=C(COC2=O)Nc2cc3c(cc21)OCO3 (stereo unspecified) returned NPR1 activator -57, Rev-erbA mod -2, ARFGAP1 inh -16, SMARCA2 act 1, PG9 Ab binder -1.3, ASAP1 GAP inh -6, HTRA1 inhibitor 1, rCAG binder 0, GC-B act -26 and ABHD4 inh 0.
For Cc1cccc(NC(=O)Cn2cnc3c(cnn3-c3ccc(F)cc3)c2=O)c1C the results were NPR1 activator -1, Rev-erbA mod 8, ARFGAP1 inh 12, SMARCA2 act -2, PG9 Ab binder 1.5, ASAP1 GAP inh 11, HTRA1 inhibitor 2, rCAG binder 4, GC-B act -1 and ABHD4 inh 4.
COc1c(C(=O)Nc2nnc(C3CC3)s2)csc1Cl was read as NPR1 activator 3, Rev-erbA mod 5, ARFGAP1 inh -3, SMARCA2 act 5, PG9 Ab binder -2.2, ASAP1 GAP inh 0, HTRA1 inhibitor 5, rCAG binder -4, GC-B act 2 and ABHD4 inh 3.
For O=C(CSc1nnc(-c2ccc(Br)cc2)n1C1CCCCC1)N1CCCC1 the results were NPR1 activator -10, Rev-erbA mod -1, ARFGAP1 inh -11, SMARCA2 act -4, PG9 Ab binder 9.3*, ASAP1 GAP inh 5, HTRA1 inhibitor 8, rCAG binder -4, GC-B act -6 and ABHD4 inh -9.
Screening CN(CCc1ccccc1)c1cc2c(c3c1ccn3C)C1CCC2O1 (stereo unspecified) returned NPR1 activator 6, Rev-erbA mod 2, ARFGAP1 inh 2, SMARCA2 act -3, PG9 Ab binder -2.1, ASAP1 GAP inh 5, rCAG binder 7, GC-B act -4 and ABHD4 inh 1.
`CCOc1ncccc1C(=O)NNC(=O)c1cccc(S(=O)(=O)Nc2ccccc2OC)c1` gave NPR1 activator -4, Rev-erbA mod 4, ARFGAP1 inh 8, SMARCA2 act -3, PG9 Ab binder 2.1, ASAP1 GAP inh -10, HTRA1 inhibitor -2, rCAG binder 7, GC-B act -5 and ABHD4 inh -9.
`C/C(CC(C)C)=N\Oc1nc(C)cc(C)n1` gave NPR1 activator -2, Rev-erbA mod 2, ARFGAP1 inh -4, SMARCA2 act -3, PG9 Ab binder -1.8, ASAP1 GAP inh -8, rCAG binder -1, GC-B act -1 and ABHD4 inh -6.
Screening CCn1c(SCC(=O)Nc2ccc3[nH]c(=O)[nH]c3c2)nc2ccccc21 returned NPR1 activator -4, Rev-erbA mod 2, ARFGAP1 inh 6, SMARCA2 act -3, PG9 Ab binder 0.1, ASAP1 GAP inh 4, HTRA1 inhibitor 1, rCAG binder 3, GC-B act 1 and ABHD4 inh 6.
Screening Cc1cc(NC(=O)CSc2nc(CC(C)(C)C)nc3c2c(=O)n(C)c(=O)n3C)no1 returned NPR1 activator 5, Rev-erbA mod -2, ARFGAP1 inh -5, SMARCA2 act 1, PG9 Ab binder 2.5, ASAP1 GAP inh 4, HTRA1 inhibitor 5, rCAG binder 4, GC-B act -2 and ABHD4 inh -10.
`O=C(Cc1cccc(NC(=O)C2CCN(C(=O)C3CCCC3)CC2)c1)Nc1cccc(C(=O)N2CCCC2)c1` gave NPR1 activator 4, Rev-erbA mod 2, ARFGAP1 inh -9, SMARCA2 act -1, PG9 Ab binder -0.8, ASAP1 GAP inh 12, HTRA1 inhibitor 0, rCAG binder -7, GC-B act -1 and ABHD4 inh 1.
For O=C(Nc1nnc(S(=O)(=O)Nc2ccccc2)s1)C1CCCCC1 the results were NPR1 activator -8, Rev-erbA mod -5, ARFGAP1 inh 8, SMARCA2 act 1, PG9 Ab binder -0.7, ASAP1 GAP inh 5, HTRA1 inhibitor 1, rCAG binder 17, GC-B act 4 and ABHD4 inh -9.
CCCCCn1c(=O)[nH]c2cc(C(=O)N3CCN(c4ccc(F)cc4)CC3)ccc2c1=O was read as NPR1 activator 5, Rev-erbA mod -9, ARFGAP1 inh 2, SMARCA2 act -3, PG9 Ab binder 1.8, ASAP1 GAP inh 2, HTRA1 inhibitor -3, rCAG binder 3, GC-B act -4 and ABHD4 inh 4.
O=C1c2cccc3cccc(c23)C(=O)N1CCCn1ccnc1 was read as NPR1 activator 1, Rev-erbA mod 3, ARFGAP1 inh 13, SMARCA2 act 2, PG9 Ab binder 0.4, ASAP1 GAP inh -7, rCAG binder 3, GC-B act -1 and ABHD4 inh 4.
`COc1ccccc1NC(=O)C(C)OC(=O)CSCC(=O)Nc1ccc(C)cc1C` (stereo unspecified) gave NPR1 activator 0, Rev-erbA mod -7, ARFGAP1 inh -1, SMARCA2 act -3, PG9 Ab binder -0.2, ASAP1 GAP inh -6, HTRA1 inhibitor 3, rCAG binder -2, GC-B act 4 and ABHD4 inh -6.
`NC(=O)CC[C@@H]1NC(=O)[C@H](CO)NC(=O)c2cc([N+](=O)[O-])cc(I)c2NCCC[C@@H](C(N)=O)NC(=O)[C@H](Cc2ccc(O)cc2)NC1=O` gave NPR1 activator 1, Rev-erbA mod 2, ARFGAP1 inh 3, SMARCA2 act 1, PG9 Ab binder -0.2, ASAP1 GAP inh 7, rCAG binder 27, GC-B act 1 and ABHD4 inh -8.
For Cn1c(=O)n(Cc2ccc(F)cc2)c(=O)c2c1nc1n2CCCN1Cc1ccccc1 the results were NPR1 activator 4, Rev-erbA mod -4, ARFGAP1 inh -2, SMARCA2 act -1, PG9 Ab binder -0.1, ASAP1 GAP inh 12, HTRA1 inhibitor 4, rCAG binder -4, GC-B act 7 and ABHD4 inh 9.
`CC1=C(C(=O)OC2CCCCC2)C(c2ccccc2F)NC(=O)N1` (stereo unspecified) gave NPR1 activator -20, Rev-erbA mod 9, ARFGAP1 inh 2, SMARCA2 act 0, PG9 Ab binder 0.3, ASAP1 GAP inh -5, HTRA1 inhibitor -2, rCAG binder -5, GC-B act 1 and ABHD4 inh -5.
For NS(=O)(=O)c1ccc(CCNC(=O)CSCc2ccccc2)cc1 the results were NPR1 activator -1, Rev-erbA mod 0, ARFGAP1 inh 17, SMARCA2 act 0, PG9 Ab binder -3.8, ASAP1 GAP inh 7, HTRA1 inhibitor -3, rCAG binder 2, GC-B act 7 and ABHD4 inh 5.
Screening Cc1ccc(C(C)NC(=O)c2c(C)noc2C)cc1C (stereo unspecified) returned NPR1 activator 3, Rev-erbA mod 0, ARFGAP1 inh -14, SMARCA2 act 0, PG9 Ab binder 0.7, ASAP1 GAP inh 4, HTRA1 inhibitor 1, rCAG binder 1, GC-B act -4 and ABHD4 inh -3.
For COc1ccc(C(=O)NCC(=O)OCC(=O)N(C)c2ccccc2)cc1 the results were NPR1 activator 7, Rev-erbA mod -1, ARFGAP1 inh -10, SMARCA2 act 5, PG9 Ab binder -2.7, ASAP1 GAP inh 0, HTRA1 inhibitor 0, rCAG binder -4, GC-B act 0 and ABHD4 inh 0.
Cc1onc(-c2ccccc2)c1C1=N/C(=C\c2ccccc2F)C(=O)O1 was read as NPR1 activator -5, Rev-erbA mod 6, ARFGAP1 inh -2, SMARCA2 act 0, PG9 Ab binder 0.0, ASAP1 GAP inh 16, HTRA1 inhibitor 2, rCAG binder 7, GC-B act 1 and ABHD4 inh -1.
CC(C)c1ccc(/C=C/C2=NNC(=O)CC2)cc1 was read as NPR1 activator -2, Rev-erbA mod 2, ARFGAP1 inh -2, SMARCA2 act -3, PG9 Ab binder -0.5, ASAP1 GAP inh 0, HTRA1 inhibitor 1, rCAG binder -8, GC-B act -4 and ABHD4 inh -2.
Fc1cccc(/C=N/Nc2ccc3ccccc3n2)c1 was read as NPR1 activator 0, Rev-erbA mod -5, ARFGAP1 inh 0, SMARCA2 act 6, PG9 Ab binder 1.0, ASAP1 GAP inh 3, HTRA1 inhibitor 10, rCAG binder -1, GC-B act -10 and ABHD4 inh 1.
For COc1ccc(Br)cc1CN(C)CC(=O)Nc1cc([N+](=O)[O-])ccc1OC the results were NPR1 activator -4, Rev-erbA mod 0, ARFGAP1 inh 6, SMARCA2 act 0, PG9 Ab binder 0.3, ASAP1 GAP inh -11, HTRA1 inhibitor -7, rCAG binder 1, GC-B act -3 and ABHD4 inh 11.
For C/C=C(/C)C(=O)O[C@@H]([C@H](O)c1cc2ccc(=O)oc2cc1OC)C(C)(C)O[C@@H]1O[C@H](CO)[C@@H](O)[C@H](O)[C@H]1O the results were NPR1 activator 2, Rev-erbA mod 3, ARFGAP1 inh 0, SMARCA2 act 0, PG9 Ab binder -1.1, ASAP1 GAP inh -15, HTRA1 inhibitor -6, rCAG binder 2, GC-B act 3 and ABHD4 inh 1.
Screening O=S(=O)(c1ccccc1OC(F)(F)F)N1CCN(c2ccnc3cc(Cl)ccc23)CC1 returned NPR1 activator 1, Rev-erbA mod -1, ARFGAP1 inh -11, SMARCA2 act -1, PG9 Ab binder 0.0, ASAP1 GAP inh -5, HTRA1 inhibitor -32, rCAG binder -1, GC-B act -13 and ABHD4 inh -1.
`O=c1c(-c2ccc(Cl)cc2)cnc2n1CCS2` gave NPR1 activator 1, Rev-erbA mod -4, ARFGAP1 inh 2, SMARCA2 act -4, PG9 Ab binder 1.0, ASAP1 GAP inh 10, HTRA1 inhibitor 1, rCAG binder -6, GC-B act 1 and ABHD4 inh 4.

Compounds were not picked by outcome; 4.4% or so of the library scored in one or more.
